Lipid droplet – inhibitors of hepatocyte lipid droplet formation, primary screen, imaging, high-throughput imaging, BODIPY stain; AML12 mouse hepatocytes, oleate lipid droplets; inhibition, % at 6.5 µM; 240,000 compounds, 0.4% hits; AID 1656, 2009;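 active = lipid droplet intensity inhibited by at least 50%, with more than 500 cells counted; inconclusive = wells with under 300 cells, treated as cytotoxic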
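Assay system: AML12 hepatocytes (mouse) / Also added: 100 µM oleic acid challenge / Times: overnight treatment with compound plus oleate / Detection: high-content imaging of BODIPY-stained droplets and DAPI nuclei / Evaluation: % inhibition of lipid droplet signal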
MT stabilize HCS – microtubule stabilizers in HeLa cells, primary screen, imaging, high-content imaging; HeLa tubulin immunostaining HCS, 24 h; share of cells brighter than vehicle mean+2SD; 200,000 compounds, 0.83% hits; % tubulin-high responders, % at 10 µM;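 active = plate Z-score above 3 for both tubulin-high and condensed-nucleus cell shares, with cell loss under 80%, at 10 µM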;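 also: anti alpha tubulin signal scored within the nucleus-defined area of each cell; some results filed as inactive read as strong as hits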
M1AAP inhibition – P. falciparum M1AAP inhibitors, biochemical, fluorogenic H-Leu-NHMec substrate, 1536-well (AID 1445); one-dose inhibition, % at 30 µM; IC50 in µM for titrated hits; 220,000 compounds, 0.42% hits; recombinant M1AAP, H-Leu-NHMec fluorogenic kinetic assay; higher % means a stronger effect;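 active = primary inhibition above the hit cutoff, then over 50% inhibition at one or more dose response concentrations, cut at about 23% in these data, passing the limit was not always enough; inconclusive = conflicting primary data, or primary hits not chosen for dose response; inactive = low primary inhibition, or under 50% at every dose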;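 also: plate controls were DMSO full reaction for no effect and no enzyme background for full effect; strong numbers were not always called active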
Dynein transport – inhibitors of GR-EGFP nuclear translocation, primary screen, dynein cargo transport inhibitor project, imaging, high-content, 3617.4 mouse cells. z-score, hits read low. test concentration mostly 20 µM; stimulated with dexamethasone, 1 µM; active compounds read low. 220,000 compounds, 0.47% hits;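 active = plate z-score of nuclear minus cytoplasmic receptor signal below a set negative limit, without overly bright fluorescence or cell loss, cut at about -3.5 in these data, passing the limit was not always enough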;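 also: z-score of nuclear minus cytoplasmic ring GR-EGFP intensity difference per well; some compounds called inactive have numbers as strong as hits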
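Buffer or medium: tet-free, stripped-serum medium; Also added: dexamethasone, 1.0 µM final; Technique: high-content fluorescence imaging after fixation; Times: 48 h induction, 1 h compound, 30 min dex at 37 °C; Read-out: per-cell GR-EGFP intensity, nucleus versus surrounding cytoplasmic ring, well-averaged.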
P. falciparum M17LAP – P. falciparum M17LAP inhibitors, primary screen, biochemical, fluorogenic H-Leu-NHMec substrate, 1536-well (AID 1619). 220,000 compounds, 0.38% hits. recombinant M17LAP, H-Leu-NHMec fluorogenic kinetic assay; higher % means a stronger effect. one-dose inhibition, % at 30 µM; IC50 in µM for titrated hits;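 active = compound inhibiting the enzyme by more than half at any dose during confirmatory dose-response retesting; inconclusive = strong single-dose inhibitors picked by rank but not retested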;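 also: plate controls were full reaction with DMSO carrier for no effect and no enzyme background for full effect; strong numbers were not always called active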
Insulin prom up – insulin promoter activators in MIN6 cells, imaging, high-content screening, mouse beta cells | z-score at 5 µM | MIN6 insulin promoter-GFP reporter; active compounds read high | 190,000 compounds, 0.3% hits;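 active = z-score above 3 at 5 µM with at least 500 cells counted in the well; inconclusive = wells under 500 cells, flagged as cytotoxic or low count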
Autophagy mod – autophagy modulators in MEF cells, primary screen, imaging, high-content, MEF GFP-LC3. MEF GFP-LC3 puncta imaging; test concentration mostly 10 µM. calls only at 10 µM (by protocol). 190,000 compounds, 0.98% hits. AID 463193, 2010;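 active = percentage of spot-positive cells more than 3 SD above its plate mean, without a fluorescence outlier flag or 80% toxicity; inconclusive = no clear call, values can overlap the other calls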;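 also: spot-positive cell cutoff set from DMSO-treated cells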
CSM14.1 death rescue – rescue of cells from ER stress-induced death, primary screen, 384-well, CSM14.1, thapsigargin, ATP luminescence (AID 1222); CSM14.1 thapsigargin-induced death rescue, ATP luminescence; higher % means a stronger effect; one-dose cellular ATP content (survival), % at 20 µM; EC50 in µM for titrated hits; 190,000 tested, under 10 active;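 active = EC50 below 50 µM in the dose-response confirmation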;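 also: death triggered by thapsigargin at about 15 µM added after 2 h compound pretreatment; cell ATP read after overnight thapsigargin exposure of roughly 18 to 22 hours; normalized against plate controls of thapsigargin alone and 5% DMSO vehicle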
Yfh1-depleted yeast – enhancers of respiration in Yfh1-depleted yeast, dose response, Friedreich's ataxia, plus single-dose screen (AID 1465). 220,000 compounds, 0.074% hits. S. cerevisiae Yfh1-off respiration, WST-1 reduction, 72 h; higher fold induction means a stronger effect. one-dose fold induction at 50 µM; EC50 in µM for titrated hits;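 active = fold induction of absorbance versus untreated yeast above a set limit, then at least 30% activation at any dose in follow-up; inconclusive = repeats straddling the limit, or above it without dose testing; inactive = fold induction below the set limit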;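 also: activators that raise dye reduction in frataxin-depleted yeast; strong numbers were not always called active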
Dynein transport cytoplasmic EGFP – second read-out of Dynein transport, no call of its own (marks repeat the call); z-score; measured here: cytoplasmic GR-EGFP intensity; active compounds read high
Dynein transport nuclear GR-EGFP – recorded beside Dynein transport, whose call it bears; z-score; measured here: nuclear GR-EGFP intensity;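 lower value marks the stronger effect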
Dynein transport cell count – also measured in Dynein transport; calls as there; z-score; measured here: cell count per field
Insulin prom up cell count – further read-out of Insulin prom up, marked with its call; cell count; measured here: cytotoxicity, nuclei count;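 total cells summed across four imaged fields per well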
Lipid droplet cells 6.5 µM – second read-out of Lipid droplet, no call of its own (marks repeat the call); cell count; measured here: cell count, cytotoxicity flag;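 cells counted across two imaged fields per well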
MT stabilize HCS Hoechst-high % – also measured in MT stabilize HCS; calls as there; % Hoechst-high responders; measured here: nuclear condensation Hoechst responders;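 share of cells brighter than vehicle mean plus two SD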
MT stabilize HCS cytotoxicity % – further read-out of MT stabilize HCS, marked with its call; toxicity, %; measured here: cytotoxicity by cell density;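 0% = mean cell density of plate MIN control wells and 100% = no cells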
Autophagy mod cell loss 18 h – recorded beside Autophagy mod, whose call it bears; toxicity, %; measured here: cell loss, nuclei count;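 cell loss after 18 h compound exposure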
Active calls of the source: *; i = inactive; ? = inconclusive; · = no result given.

SMILES	Lipid droplet	Lipid droplet cells 6.5 µM	MT stabilize HCS	MT stabilize HCS Hoechst-high %	MT stabilize HCS cytotoxicity %	M1AAP inhibition	Dynein transport	Dynein transport cytoplasmic EGFP	Dynein transport nuclear GR-EGFP	Dynein transport cell count	P. falciparum M17LAP	Insulin prom up	Insulin prom up cell count	Autophagy mod	Autophagy mod cell loss 18 h	CSM14.1 death rescue	Yfh1-depleted yeast
C=CCOc1ccc(CC2C(=O)N(C)C(=O)N(C)C2=O)cc1	4	637	1.6	2.2	14	4%	0.81	-0.19	0.79	-0.27	3%	·	·	i	-7	-2.0%	i
CCC(=NCCCN1CCOCC1)c1c(O)n(Cc2ccccc2)c(=O)[nH]c1=O	-11	454	2.6	0.4	30	1%	1	-0.057	0.93	-0.45	11%	0.85	1945	i	0	-0.8%	i
CN(C)S(=O)(=O)c1cc(NC(=O)COC(=O)Cc2ccccc2)ccc1Cl	8	661	3.4	1.8	1.0	-2%	1.1	-0.31	0.16	-0.083	17%	0.48	1174	i	5	-8.2%	i
CC(=O)N1CN2CN(C1)CN(C(C)=O)C2	-2	677	3.9	2.4	1.9	2%	0.63	-0.14	1.7	-1.5	4%	0.88	1059	i	14	-1.5%	i
Cc1nc2ccccc2c(=O)n1-c1ccc(Cl)cc1[N+](=O)[O-]	12	701	2.9	1.5	9.8	0%	-0.15	-0.29	0.042	-0.12	1%	2.2	1420	i	8	0.5%	i
O=c1cccc2n1CC1CC2CN(C(c2ccccc2)c2sc3ncnn3c2O)C1 (stereo not drawn)	-7	647	3.9	2.6	8.1	5%	-0.43	-0.2	0.043	0.27	17%	-0.89	1751	i	0	·	i
CCN(C(C)=O)c1cccc(-c2ccnc3c(C#N)cnn23)c1	-15	755	·	·	·	0%	·	·	·	·	-8%	0.36	1527	·	·	-2.3%	·
CN1CCN(C(=O)COc2ccc(Oc3ccccc3)cc2)CC1	3	694	1.0	0.8	2.6	5%	-0.5	-0.28	-0.095	0.46	13%	1.9	1101	i	13	-0.8%	i
O=C(CF)NC(Nc1cccc2cccnc12)C(Cl)(Cl)Cl (stereo not drawn)	-41	611	2.9	2.2	6.4	4%	-0.017	-0.072	0.35	1.3	3%	-0.09	1748	i	-20	0.4%	i
O=C1NC(=O)N(CCC2=CCCCC2)C(=O)/C1=C/c1ccc(O)cc1	17	701	3.4	2.5	3.7	12%	-0.05	-0.14	0.26	-0.39	53%	-0.63	1362	i	5	-1.2%	i
FC(F)(F)c1ccc2c(c1)nnn2C1CCN(Cc2nnnn2Cc2ccccc2)CC1	-4	746	3.1	1.5	3.2	8%	-1.1	-0.2	-0.26	0.94	13%	-0.64	1189	i	-4	3.1%	i
Cc1ccc(N2C(=O)NC(=O)C3(Cc4ccccc4N4CCCC43)C2=O)cc1 (stereo not drawn)	-37	678	4.6	2.3	4.2	2%	-0.13	-0.15	-0.24	1	13%	·	·	i	-1	0.2%	i
Cc1cc(C)cc(N2C(=O)NC(=O)/C(=C\c3cccn3-c3ccccc3)C2=O)c1	-4	547	3.3	3.1	5.1	3%	-1	-0.24	-0.43	0.35	6%	-0.17	1131	i	10	-0.2%	i
COc1cc2c(cc1OC)C(C(=O)N1CCC3(CC1)OCCO3)C(c1ccccc1F)N(C)C2=O (stereo not drawn)	1	671	3.1	0.3	9.8	0%	2.9	-0.14	2.5	-2.2	-3%	-0.61	1214	i	-3	1.2%	i
CCC(C)C12CN3CCN(CC(C)(C3)C1O)C2 (stereo not drawn)	7	708	3.6	1.9	5.4	-3%	-0.17	-0.17	-0.21	-0.28	-15%	·	·	i	4	1.7%	i
Cc1ccc(/C=C2/C(=O)NC(=O)N(CCc3ccc(F)cc3)C2=O)o1	·	·	1.1	0.8	3.3	10%	0.44	-0.14	-0.053	-0.15	24%	-0.19	1745	i	1	-3.5%	i
Cc1cc(O)c(CN2CCN(c3ccccc3)CC2)cc1C	2	840	0.7	1.3	7.5	6%	-0.32	-0.088	0.13	0.52	1%	·	·	i	-10	1.7%	i
O=C(Nc1ccc(Cl)cc1C(=O)c1ccccc1)c1ccc(Br)o1	·	·	2.1	1.8	4.2	2%	2.7	-0.13	0.89	-1.5	10%	0.5	1369	i	-3	-2.5%	i
CCCc1[nH]nc2c1C1(C(=O)N(Cc3ccccc3)c3ccccc31)C(C(=O)OC)=C(N)O2 (stereo not drawn)	0	809	1.4	1.9	12	-2%	1.2	0.16	0.67	-1	-2%	0.91	896	i	-5	-1.3%	i
CC/C(=N\Nc1ccccc1)c1c(O)n(C)c(=O)n(C)c1=O	26	661	2.8	2.6	7.9	21%	-0.97	-0.3	-0.73	0.8	-2%	-0.69	1359	i	2	-2.7%	i
Cc1ccc(NC(=O)c2cn(CCC#N)nc2-c2ccc3c(c2)OCCO3)c([N+](=O)[O-])c1	-26	697	2.2	2.8	6.8	2%	0.71	-0.21	0.15	0.076	1%	-0.4	1398	i	-3	1.4%	·
CC(=O)c1ccc2c(c1)C1C(Cl)C(Sc3ccccc3[N+](=O)[O-])CC1C(C(=O)O)N2 (stereo not drawn)	8	626	3.5	3.4	1.4	13%	-1.2	-0.15	-0.38	1.2	19%	0	1454	i	4	-1.3%	i
COCCNP(=O)(c1ccccc1)c1nc2ccccc2s1 (stereo not drawn)	2	771	1.3	2.5	8.9	-9%	-0.49	-0.098	0.31	2.2	-5%	·	·	i	35	0.5%	·
CC(NC(C)(C)C)C(=O)c1cccc(Cl)c1 (stereo not drawn)	-3	716	2.3	2.5	13	10%	-0.44	-0.065	0.3	0.82	-4%	·	·	i	-5	-3.1%	i
CC[C@]12C=CCN3CCC4(c5cc(Br)c(OC)cc5N(C)C4[C@@](O)(C(=O)OC)[C@@H]1OC(C)=O)C32 (stereo partly drawn)	-5	721	5.1	1.8	4.7	-2%	1.6	-0.22	0.39	-0.2	-12%	-0.15	1251	i	17	0.7%	i
O=C1NC(=O)N(c2cccc(Cl)c2)C(=O)/C1=C\c1ccc(Sc2nc3ccccc3[nH]2)o1	2	676	3.7	1.1	9.1	?	-3.1	0.36	-1.9	0.12	23%	0.37	1360	i	-13	-0.6%	i
Cc1cc(C=C2C(=O)NC(=S)NC2=O)c(C)n1C1CCCC1	8	687	2.9	1.1	12	?	0.082	-0.34	-0.01	-0.49	5%	0.77	1657	i	22	-1.7%	i
COCCCn1c(N)c(C(=O)Nc2sc3c(c2C(=O)OC)CCCC3)c2nc3ccccc3nc21	·	·	2.3	1.8	12	11%	0.45	-0.19	1.2	-0.42	10%	-0.43	1576	i	11	-0.8%	i

Six successive records already listed, for reference:
SMILES	Lipid droplet	Lipid droplet cells 6.5 µM	MT stabilize HCS	MT stabilize HCS Hoechst-high %	MT stabilize HCS cytotoxicity %	M1AAP inhibition	Dynein transport	Dynein transport cytoplasmic EGFP	Dynein transport nuclear GR-EGFP	Dynein transport cell count	P. falciparum M17LAP	Insulin prom up	Insulin prom up cell count	Autophagy mod	Autophagy mod cell loss 18 h	CSM14.1 death rescue	Yfh1-depleted yeast
COCCNP(=O)(c1ccccc1)c1nc2ccccc2s1 (stereo not drawn)	2	771	1.3	2.5	8.9	-9%	-0.49	-0.098	0.31	2.2	-5%	·	·	i	35	0.5%	·
CC(NC(C)(C)C)C(=O)c1cccc(Cl)c1 (stereo not drawn)	-3	716	2.3	2.5	13	10%	-0.44	-0.065	0.3	0.82	-4%	·	·	i	-5	-3.1%	i
CC[C@]12C=CCN3CCC4(c5cc(Br)c(OC)cc5N(C)C4[C@@](O)(C(=O)OC)[C@@H]1OC(C)=O)C32 (stereo partly drawn)	-5	721	5.1	1.8	4.7	-2%	1.6	-0.22	0.39	-0.2	-12%	-0.15	1251	i	17	0.7%	i
O=C1NC(=O)N(c2cccc(Cl)c2)C(=O)/C1=C\c1ccc(Sc2nc3ccccc3[nH]2)o1	2	676	3.7	1.1	9.1	?	-3.1	0.36	-1.9	0.12	23%	0.37	1360	i	-13	-0.6%	i
Cc1cc(C=C2C(=O)NC(=S)NC2=O)c(C)n1C1CCCC1	8	687	2.9	1.1	12	?	0.082	-0.34	-0.01	-0.49	5%	0.77	1657	i	22	-1.7%	i
COCCCn1c(N)c(C(=O)Nc2sc3c(c2C(=O)OC)CCCC3)c2nc3ccccc3nc21	·	·	2.3	1.8	12	11%	0.45	-0.19	1.2	-0.42	10%	-0.43	1576	i	11	-0.8%	i

This is a subset, so the mix of outcomes need not match the whole.
